# Screening data deposited in PubChem BioAssay by National Center for Advancing Translational Sciences (NCATS).
# EPAC1 antagonist: qHTS for Antagonist of cAMP-regulated guanine nucleotide exchange factor 3 (EPAC1): primary screen; Rap guanine nucleotide exchange factor 3 (Homo sapiens), O95398; EPAC1 GEF assay, Rap1b-BODIPY-GDP exchange fluorescence; Potency, µM (titrated, usually from 115 µM), without a hit: at the top dose activity change, negative = inhibition, actives largely listed as inhibitors; 0.14% of 360,000 active; AID 720709, 2013;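 also: potency is read from the fitted curve at half-maximal effect; plate controls were vehicle for no effect and positive control for full effect; nearly all actives have a fitted effect of over 50% in size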
# Target sequence (O95398 whole entry, looked up): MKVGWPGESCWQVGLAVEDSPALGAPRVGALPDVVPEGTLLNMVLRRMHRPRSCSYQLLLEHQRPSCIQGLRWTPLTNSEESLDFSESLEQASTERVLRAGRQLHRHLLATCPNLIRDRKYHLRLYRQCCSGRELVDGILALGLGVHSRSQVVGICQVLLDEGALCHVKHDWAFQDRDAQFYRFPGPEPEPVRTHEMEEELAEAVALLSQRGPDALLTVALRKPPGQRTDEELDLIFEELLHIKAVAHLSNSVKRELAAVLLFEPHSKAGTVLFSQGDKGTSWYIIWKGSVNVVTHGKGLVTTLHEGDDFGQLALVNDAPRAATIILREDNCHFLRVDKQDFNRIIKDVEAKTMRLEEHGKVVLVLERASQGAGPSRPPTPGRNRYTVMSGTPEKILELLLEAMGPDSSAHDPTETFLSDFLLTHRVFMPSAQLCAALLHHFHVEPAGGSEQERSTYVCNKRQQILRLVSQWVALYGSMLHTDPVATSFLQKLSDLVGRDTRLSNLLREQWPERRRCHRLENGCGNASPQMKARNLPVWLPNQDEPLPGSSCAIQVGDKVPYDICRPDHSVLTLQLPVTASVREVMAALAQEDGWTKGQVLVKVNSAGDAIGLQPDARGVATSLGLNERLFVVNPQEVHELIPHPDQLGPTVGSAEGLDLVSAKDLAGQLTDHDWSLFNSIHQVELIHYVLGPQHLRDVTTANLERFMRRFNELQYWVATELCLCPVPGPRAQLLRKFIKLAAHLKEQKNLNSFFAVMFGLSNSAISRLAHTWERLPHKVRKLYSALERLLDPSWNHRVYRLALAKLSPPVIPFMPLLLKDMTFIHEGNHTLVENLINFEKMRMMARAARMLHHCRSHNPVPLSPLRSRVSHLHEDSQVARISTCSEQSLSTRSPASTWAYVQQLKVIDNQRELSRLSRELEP
# IL2 activator: qHTS of IL-2 Activators; IL-2 activation reporter assay, cell-based qHTS; stimulated with anti-CD3/CD4/CD28 beads; in transgenic mouse T cells; activation, % (series mostly up to about 46 µM); 0.065% of 360,000 active; AID 652025, 2013; in the data active = activation above about 50%; inconclusive = mostly about 30% to 49%; also: 0% is about no effect
#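 EGFP and DsRed fluorescence is measured by plate cytometry in unstimulated transgenic mouse T cells exposed to compound for 60 minutes, then stimulated 18 hours at 37 degrees C with anti-CD3/anti-CD4 beads plus anti-CD28.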
# PLK1 PBD inh: qHTS for Inhibitors of PLK1-PDB (polo-like kinase 1 - polo-box domain): Primary Screen; Serine/threonine-protein kinase PLK1 (Homo sapiens), P53350; Plk1 PBD binding of FITC phosphopeptide, fluorescence polarization; Potency, µM, without a hit: max response, negative = inhibition, actives largely listed as inhibitors; 2.8% of 360,000 active; also: potency is read from the fitted curve at half-maximal effect; series mostly up to about 57 µM; % is scaled to controls: 0 for no effect and ±100 for the full control effect; nearly all actives have a fitted effect of over 65% in size
# aSyn rescue: qHTS of alpha-syn Inhibitors; Yeast expressing alpha-synuclein, growth rescue, BacTiter-Glo, 24 h; Potency, µM (doses to about 46.1 µM), without a hit: at the highest dose growth rescue (activation), usual class: activators; 0.14% of 370,000 active; AID 652106, 2013; also: potency is read from the fitted curve at half-maximal effect; % of control where 0% means no effect; nearly all actives have a fitted effect of over 65% in size
#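 Rescue of yeast growth: cells expressing toxic alpha-synuclein, induced in galactose at OD600 0.02, incubated with compound 24 h at 30 C. ATP luminescence quantified growth; inhibitors of toxicity appear as activators.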
# PI5P4Ka inh: qHTS for Inhibitors of phosphatidylinositol 5-phosphate 4-kinase (PI5P4K); Phosphatidylinositol 5-phosphate 4-kinase type-2 alpha (Homo sapiens), P48426; PI5P4Kalpha enzyme, ADP-Glo luminescence, 60 min; stronger effect = lower value; max response, %; 1.2% of 330,000 active; active = max response of -50% or lower; inconclusive = between -30% and -50%; inactive = -30% or higher; also: value at the top dose of about 77 µM; % is scaled to controls: 0 for no effect and ±100 for the full control effect
#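 Quantitative HTS of the MLSMR library against PI5P4Kalpha with substrate. ATP added last at 5 microM final; room temperature, 60 minutes. Remaining ATP depleted, ADP converted and read as luminescence.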
# FUS suppressor: qHTS for Suppressors of FUS Proteinopathy: Primary screen using FUS-linked yeast assay; AID 1347120, 2019; Potency, µM (highest dose often 76.6 µM), for inactives: at the highest dose growth rescue (activation), usual class: activators; S. cerevisiae FUS-expressing, growth rescue, OD600, 24 h; 0.24% of 390,000 active;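 also: potency is read from the fitted curve at half-maximal effect; plate controls were DMSO vehicle for no effect and reference control for full effect; nearly all actives have a fitted effect of over 55% in size; some results filed as inactive show a strong effect at the top dose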
#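 Cultures pregrown in 2.5% raffinose medium are shifted to minimal medium containing 2% galactose to express toxic FUS. Compounds are tested at several concentrations. After 24hr at 30C, growth is quantified at 600 nm absorbance.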
# Abeta rescue: qHTS for compounds that reverse cellular toxicity of Amyloid beta (A-beta) peptide in yeast: Primary Screen; 0.063% of 410,000 active; Potency, µM (series often up to 46.1 µM), without a hit: at the top dose growth rescue, most hits filed as activators; yeast expressing A-beta42, growth rescue, OD600, 48 h; response scale: 0% DMSO, 100% iron-clioquinol control; also: potency is read from the fitted curve at half-maximal effect; nearly all actives have a fitted effect of over 55% in size
#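 Growth rescue measured by 600 nm absorbance after 48 h yeast culture at 30 C with compound. Values normalized between DMSO and an equimolar ferric chloride plus clioquinol control.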
# EPAC1 ag: qHTS for Agonist of cAMP-regulated guanine nucleotide exchange factor 3 (EPAC1): primary screen; Rap guanine nucleotide exchange factor 3 (Homo sapiens), O95398; EPAC1 agonist qHTS, biochemical assay; response scale: 100% = response to 6.5 mM cAMP; 0.073% of 360,000 active; Potency, µM (highest dose often 154 µM), inactives show at the top dose activation, usual class: activators; AID 720707, 2013; also: potency is read from the fitted curve at half-maximal effect; nearly all actives have a fitted effect of over 60% in size
#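 EPAC1 100 nM, Rap1B–BODIPY-GDP 250 nM, unlabeled GDP 50 uM; compound titration; 5 min RT; kinetic read ex480/em540 at 5-min intervals ×30 min; data normalized to 6.5 mM cAMP agonist control.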
# WRN helicase inh: qHTS for Inhibitors of WRN Helicase. Bifunctional 3'-5' exonuclease/ATP-dependent helicase WRN (Homo sapiens), Q14191. 0.46% of 360,000 active. WRN helicase unwinding, fluorescent forked duplex, kinetic. Potency, µM (titrated, usually from 114 µM), for inactives: top-dose activity change, negative = inhibition, actives largely listed as inhibitors; also: potency is read from the fitted curve at half-maximal effect; % is scaled to controls: 0 for no effect and ±100 for the full control effect; nearly all actives have a fitted effect of over 55% in size
#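 WRN at 20 nM final was preincubated with compound for 15 min at room temperature; reaction started with 100 nM forked duplex oligonucleotide carrying fluorophore and quencher plus 2 mM ATP (final). Unwinding followed kinetically by red fluorescence (ex 525/em 598 nm).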
# * = called active by the depositor; u = inconclusive; x = no result given; [ ] = another dose, or the depositor's remark. Unless noted, calls follow the shape of the dose curve; as a rule, active = well fitted curve in the direction sought with a large enough effect; inconclusive = small, poorly fitted or top-dose-only effect, or another doubt; inactive = no such curve, though single readings can be large; an effect the other way counts as inactive or inconclusive.
SMILES	PI5P4Ka inh	WRN helicase inh	FUS suppressor	PLK1 PBD inh	Abeta rescue	aSyn rescue	EPAC1 ag	IL2 activator	EPAC1 antagonist
CNC(=S)NC1CC2CCC(C1)N2Cc1ccccc1 (stereo unspecified)	x	3%	12%	-7%	-35%	1%	5%	0.3	-10%
CSc1cccc(NC(=O)CSc2nnc(C)s2)c1	x	11%	23%	-14%	-3%	-1%	10%	-2.6	-23%
N#CCN(C(=O)CSc1nnc(C2CC2)n1C1CC1)c1ccccc1	3	3%	16%	-7%	1%	2%	3%	2.9	10%
Cc1cccc(C)c1-n1nnnc1C(c1ccnc2ccccc12)N1CCN(c2ccccc2F)CC1 (stereo unspecified)	3	-4%	-2%	2%	-1%	1%	-3%	0.1	10%
COc1ccc(S(=O)(=O)N2CCCN(CCC(=O)Nc3cccc(C(F)(F)F)c3)CC2)cc1	4	4%	26%	-2%	-19%	-7%	-4%	-1.4	13%
COc1cccc(N2CCN(C(=O)c3cc4c(OC)c(OC)c(OC)cc4[nH]3)CC2)c1	-3	2%	5%	-14%	9%	-9%	-5%	0.2	-20%
COc1ccccc1NS(=O)(=O)c1ccc(NC(=O)c2ccccn2)cc1	-1	-13%	-4%	-2%	4%	10%	-1%	-4.3	6%
COc1ccc(NC(=O)/C(=C\c2ccc(F)cc2)NC(=O)c2ccco2)cc1	6	4%	-10%	-11%	3%	2%	4%	1.5	14%
O=C1C=C(c2ccc(-c3ccccc3)c(F)c2)C[C@@H](c2ccc(F)cc2)C1	19	-3%	-15%	-5%	2%	1%	5%	0.1	1%
CC(=O)N1Cc2cc(C(=O)NCc3cccc(F)c3)nc(-c3cccc(C4=CCCC4)c3)c2[C@H]1CCO	-1	-2%	u	-3%	0%	u	-2%	-0.8	-5%
CCCCn1nc2cc(C(=O)NCC34CC5CC(CC(C5)C3)C4)ccc2c1OCC	-3	-1%	30%	-3%	-16%	13%	-6%	-0.4	-16%
CC(/C=N/NC(=O)c1n[nH]c2c1CCC2)=C\c1ccccc1	5	-1%	13%	-15%	-5%	0%	3%	-2.0	-7%
O=C(CN1CCN(c2ccc(O)cc2)CC1)Nc1ccc(SC(F)F)cc1	-19	-20%	3%	-7%	22%	1%	13%	0.7	-11%
COc1ccc2c(c1)C(=O)C(=O)N2CC1COc2ccccc2O1 (stereo unspecified)	-3	-11%	-9%	-29%	-90%[inhibitor]	-34%[inhibitor]	-3%	-3.3	-12%
O=C1c2ccccc2C(=O)N1CCCc1cn(C[C@H]2CC[C@@H]([C@@H]3CC[C@H](Cn4cc(CCCN5C(=O)c6ccccc6C5=O)nn4)O3)O2)nn1	-2	-1%	24%	-4%	5%	-8%	1%	0.5	12%
CC(C)(C)c1ccc(OCCC(=O)Nc2ccc(N3CCOCC3)cc2N2CCOCC2)cc1	4	-11%	40µM*	-2%	-4%	2%	-15%	-5.1	-19%
CCCCN(C)C(=O)c1ccc2c(c1)N(CC)C(=O)c1ccccc1S2=O (stereo unspecified)	3	2%	-7%	-3%	-6%	-1%	-6%	-1.8	9%
c1ccc2c(c1)OCCc1c-2[nH]c2ccccc12	-6	-10%	-5%	-1%	32%	-3%	2%	-1.7	-26%
COc1ccc(C(CC(=O)N2CCCCC2)c2c(OC)cc(OC)c3ccc(=O)oc23)cc1 (stereo unspecified)	-1	5%	26%	0%	5%	6%	-2%	-0.2	8%
C[C@@H]1CN([C@@H](C)CO)C(=O)c2cc(Br)cnc2O[C@H]1CN(C)C(=O)Cc1cccnc1	-3	-13%	-15%	-9%	-10%	-1%	-8%	-1.5	8%

# Eight entries from above, sorted by count of non-hydrogen atoms, rising.
SMILES	PI5P4Ka inh	WRN helicase inh	FUS suppressor	PLK1 PBD inh	Abeta rescue	aSyn rescue	EPAC1 ag	IL2 activator	EPAC1 antagonist
CC(/C=N/NC(=O)c1n[nH]c2c1CCC2)=C\c1ccccc1	5	-1%	13%	-15%	-5%	0%	3%	-2.0	-7%
O=C(CN1CCN(c2ccc(O)cc2)CC1)Nc1ccc(SC(F)F)cc1	-19	-20%	3%	-7%	22%	1%	13%	0.7	-11%
CCCCn1nc2cc(C(=O)NCC34CC5CC(CC(C5)C3)C4)ccc2c1OCC	-3	-1%	30%	-3%	-16%	13%	-6%	-0.4	-16%
C[C@@H]1CN([C@@H](C)CO)C(=O)c2cc(Br)cnc2O[C@H]1CN(C)C(=O)Cc1cccnc1	-3	-13%	-15%	-9%	-10%	-1%	-8%	-1.5	8%
COc1ccc(C(CC(=O)N2CCCCC2)c2c(OC)cc(OC)c3ccc(=O)oc23)cc1 (stereo unspecified)	-1	5%	26%	0%	5%	6%	-2%	-0.2	8%
CC(C)(C)c1ccc(OCCC(=O)Nc2ccc(N3CCOCC3)cc2N2CCOCC2)cc1	4	-11%	40µM*	-2%	-4%	2%	-15%	-5.1	-19%
CC(=O)N1Cc2cc(C(=O)NCc3cccc(F)c3)nc(-c3cccc(C4=CCCC4)c3)c2[C@H]1CCO	-1	-2%	u	-3%	0%	u	-2%	-0.8	-5%
O=C1c2ccccc2C(=O)N1CCCc1cn(C[C@H]2CC[C@@H]([C@@H]3CC[C@H](Cn4cc(CCCN5C(=O)c6ccccc6C5=O)nn4)O3)O2)nn1	-2	-1%	24%	-4%	5%	-8%	1%	0.5	12%

# (list continues)
SMILES	PI5P4Ka inh	WRN helicase inh	FUS suppressor	PLK1 PBD inh	Abeta rescue	aSyn rescue	EPAC1 ag	IL2 activator	EPAC1 antagonist
O=C(O)c1ccc([N+](=O)[O-])c(CS(=O)(=O)c2ccccc2)c1	2	-8%	33%	-6%	-8%	-2%	-2%	-3.1	-38%
NC(=O)COc1ccc(NC(=O)CC23CC4CC(CC(C4)C2)C3)cc1	0	-2%	-12%	-6%	5%	0%	2%	1.5	11%
Cc1c(C(=O)NCc2ccccc2C(F)(F)F)sc(=O)n1Cc1ccc(F)cc1	8	-3%[57.1 µM]	-5%	3%	0%	-1%	-9%	0.2	-12%
O=C(Nc1ccccn1)[C@@H]1CCC(=O)N1C(=O)OCc1ccccc1	-7	-9%	6%	-5%	16%	1%	-2%	-0.4	-4%
CCc1ccc(Nc2nnc(SCC(=O)N(C)CC(=O)Nc3ccccc3CC)s2)cc1	-3	-3%	15%	1%	-2%	0%	-12%	0.5	-1%
COc1ccc(C(=O)NNC(=S)NC(=O)c2cccnc2)cc1	5	-6%	3%	-5%	-9%	2%	-8%	0.9	-2%
CCN(CC)S(=O)(=O)c1cc(NS(=O)(=O)c2cccs2)ccc1C	-10	-21%	-8%	-4%	13%	1%	0%	-0.1	-7%
COc1ccccc1N1CCN(C(=O)c2[nH]c(C(F)(F)F)nc2-c2ccccc2)CC1	-2	-4%	3%	-5%	4%	-11%	2%	-0.3	2%
Nc1nc(SCC(=O)c2ccc(F)cc2)n[nH]1	-55*	-11%	9%	-24%	4%	3%	4%	0.4	-19%
COc1ccc(-c2noc(CCCc3ccccc3)n2)cc1OC	x	-5%	u	-5%	7%	15%	26%	-1.2	5%
COc1ccc(C)cc1NC(=O)CCCN1C(=S)NC(C)(C)CC1C (stereo unspecified)	0	-28%[57.1 µM]	20%	7%	8%	1%	-7%	1.7	35%[activator]
COc1ccccc1OCC(=O)NCCS(=O)(=O)N1CCN(c2ccc(F)cc2)CC1	7	3%	18%	-8%	15%	4%	3%	2.6	-20%
CCC1CCCCN1CCCNC(=O)c1ccc(/C=C2/Sc3ccccc3NC2=O)cc1 (stereo unspecified)	-3	-1%	-2%	-10%	2%	-9%	-2%	-0.3	-25%
Cc1cc(C(=O)COC(=O)COc2ccc(C#N)cc2)c(C)n1C1CC1	-1	-9%	10%	0%	12%	u	15%	0.0	-8%
COc1cc(/C=N/NC(=O)CSc2nc3ccccc3n2C)cc(OC)c1OC	4	-24%	x	-15%	7%	0%	1%	-0.2	9%
Cc1ccc2sc(N3CCN(CCNC(=O)c4ccco4)CC3)nc2c1C	21	-10%	2%	0%	5%	-1%	14%	-6.2	-8%
CCOC(=O)C1=C(c2ccccc2)Nc2ncnn2C1c1cccc(OC)c1OC (stereo unspecified)	3	-1%	0%	1%	8%	-4%	-6%	-0.1	3%
CCN1C(=O)[C@H]2[C@@H](c3ccc(-c4ccc5c(c4)OCO5)cc3)N3CCC[C@@]3(C(=O)OC)[C@H]2C1=O	2	4%	5%	-2%	-5%	-2%	-4%	0.1	1%
Cc1cccc(C)c1NC(=O)CSc1ncnc2[nH]ncc12	-8	4%	x	3%	-8%	-2%	-11%	-4.5	3%
COc1ccc(S(=O)(=O)CC(=O)c2cc3cccc(C)c3oc2=O)cc1	u	-28%	41%	27µM*	5%	11%	-5%	0.2	u
CC(C)CCN1C(=O)c2ccccc2C1c1nnnn1C(C)C (stereo unspecified)	-7	7%	-6%	-6%	-7%	-4%	5%	1.0	10%
COc1ccc(CN2CCN(Cc3ccc(C(F)(F)F)cc3)CC2)cc1	-7	2%	12%	-10%	-19%	-4%	3%	0.1	-7%
COC(CNC(=O)CCc1c(C)nc2c(c(C)nn2-c2ccc(C)cc2)c1C)OC	1	0%	20%	5%	3%	0%	-5%	-4.7	3%
